P. falciparum M17LAP – P. falciparum M17LAP inhibitors, primary screen, biochemical, fluorogenic H-Leu-NHMec substrate, 1536-well (AID 1619). recombinant M17LAP, H-Leu-NHMec fluorogenic kinetic assay; higher % means a stronger effect. inhibition, % at 30 µM, or IC50 in µM where a hit was titrated. 0.38% of 220,000 active;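 active = compound inhibiting the enzyme by more than half at any dose during confirmatory dose-response retesting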;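 also: plate controls were full reaction with DMSO carrier for no effect and no enzyme background for full effect; strong numbers were not always called active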
PMI inhibition – MPI inhibition at elevated mannose 6-phosphate – biochemical, fluorescence intensity, high mannose 6-phosphate, primary screen (AID 1220); recombinant PMI enzyme, coupled fluorescence intensity; higher % means a stronger effect; one-dose inhibition, % at 20 µM; IC50 in µM for titrated hits; 0.66% of 190,000 active
human PMI inhibition – MPI enzyme activity inhibition – biochemical, fluorescence intensity, coupled assay, primary screen (AID 1209). purified PMI enzyme, coupled fluorescence intensity; higher % means a stronger effect. inhibition, % at 20 µM, or IC50 in µM where a hit was titrated. 0.42% of 190,000 active;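 also: plate controls were DMSO vehicle for no effect and wells lacking substrate for full effect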
SIAH1 antagonists – Siah-1 peptide-binding antagonists, primary screen, biochemical, fluorescence polarization, rhodamine-plectin, uHTS (AID 1817); 0.02% of 290,000 active; Siah-1 / rhodamine-plectin peptide fluorescence polarization; higher % means a stronger effect; one-dose displacement, % at 20 µM; IC50 in µM for titrated hits;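 active = displacement of at least 50% at 20 µM, with a fluorescence ratio check between 0.3 and a set limit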;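 also: plate controls were Siah plus tracer with DMSO for no effect and tracer alone without Siah for full effect; strong numbers were not always called active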
TNAP activation fold – human TNAP enzyme activators, primary screen, biochemical, luminescent, no phosphate acceptor, uHTS (AID 1001); purified TNAP, luminescent activation assay, no phosphate acceptor; higher activation fold means a stronger effect; activation fold at 20 µM; hits with a dose series show EC50 in µM; 0.03% of 200,000 active; in the data active = activation fold from about 3, or a potency from the dose series; inactive = the rest, 99 in 100 with activation fold below about 1.6; also: many of its hits are not listed in these tables
Lipid droplet – hepatic lipid droplet formation modulation; AML12 mouse hepatocytes, oleate lipid droplets, BODIPY imaging; 0.4% of 240,000 active; AID 1656; inhibition, % at 6.5 µM;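 active = lipid droplet intensity inhibited by at least 50%, with more than 500 cells counted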
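Assay system: AML12 hepatocytes (mouse); Probe or stimulus: oleic acid at 100 µM to induce lipid droplet formation; Dosing: compound at 6.5 µM only; Schedule: compound with oleate, overnight; Detection: fluorescence imaging, 20x objective, two fields per well; Measure: % inhibition of lipid droplet signal.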
XIAP displacement – XIAP antagonists, biochemical, IAP family, fluorescence polarization (AID 1018). XIAP BIR domain, fluorescence polarization peptide displacement; higher % means a stronger effect. one-dose displacement, % at 20 µM; IC50 in µM for titrated hits. 0.007% of 200,000 active; in the data active = displacement above about 50%; also: a part of the inactive calls stands beside numbers as strong as those of hits
UTI89 phage lysis – protection from phage-mediated lysis, alamar blue read-out – E. coli UTI89, K1F phage, bacterial capsule biogenesis inhibitors (AID 488966). 0.02% of 340,000 active. E. coli UTI89 K1F phage lysis, alamar blue, 2 h; higher % means a stronger effect. one-dose inhibition, % at 100 µM; IC50 in µM for titrated hits;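 active = phage lysis inhibition, versus mean bacterial control, above a set limit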;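 also: capsule biogenesis inhibitors block K1F phage lysis so surviving cells raise fluorescence; higher fluorescence means more inhibition of phage lysis; actives were called in the ten point dose series up to 300 µM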
P. falciparum M1AAP – malaria alanyl aminopeptidase activity blockers – biochemical, fluorogenic H-Leu-NHMec substrate, 1536-well (AID 1445); recombinant M1AAP, H-Leu-NHMec fluorogenic kinetic assay; higher % means a stronger effect; one-dose inhibition, % at 30 µM; IC50 in µM for titrated hits; 0.42% of 220,000 active;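 active = primary inhibition above the hit cutoff, then over 50% inhibition at one or more dose response concentrations, cut at about 23% in these data, passing the limit was not always enough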;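 also: plate controls were DMSO full reaction for no effect and no enzyme background for full effect; strong numbers were not always called active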
Lipid droplet cells 6.5 µM – also measured in Lipid droplet; calls as there; cell count; measured here: cell count, cytotoxicity flag;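 cells counted across two imaged fields per well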
* marks the source's active call; other numbers are inactive results; i = inactive; . = no result given. Rule as the data show it, unless noted: active = inhibition above about 50%; inactive = the rest.

#1 COC(=O)c1n[nH]c2ccccc12
#2 CC(=O)N1c2c(cc(Br)cc2S(=O)(=O)Nc2c(C)n(C)n(-c3ccccc3)c2=O)CC1C (stereo not given)
#3 CSc1nc(NCc2ccco2)c2c3c(sc2n1)CN(C)CC3
#4 Cc1cc(OCC(=O)N(C)C2CCCCC2)ccc1Cl
#5 Cc1ccccc1C(=O)N1CCC(C(N)=O)CC1
#6 Cc1ccc(C(C)C)c(OCCNC(=O)c2cncc(Br)c2)c1
#7 Cc1c(C(=O)N2CCN(c3ccccc3F)CC2)sc2nc(-c3ccccc3)cn12
#8 COc1ccc(CC(=O)Nc2nn(C)c3nc4c(C)cccc4cc23)cc1
entry no.	1	2	3	4	5	6	7	8
P. falciparum M17LAP	-1%	-1%	-49%	1%	-4%	9%	1%	-4%
PMI inhibition	-3%	-1%	2%	2%	0%	9%	18%	.
human PMI inhibition	-6%	1%	-14%	3%	3%	12%	19%	.
SIAH1 antagonists	1%	0%	7%	2%	-3%	2%	1%	-2%
TNAP activation fold	0.4	1.1	1.1	1.1	1	1.1	1.1	.
Lipid droplet	.	-2	-3	1	4	.	.	19
Lipid droplet cells 6.5 µM	.	744	723	688	789	.	.	686
XIAP displacement	-4.3%	-2.4%	1.1%	-2.7%	-8.3%	-0.2%	-0.8%	.
UTI89 phage lysis	0.7%	0.4%	.	3.5%	-0.1%	-1.1%	3.3%	.
P. falciparum M1AAP	-3%	14%	8%	-3%	3%	6%	4%	2%

Values in list order from the list:
Entries 1 to 7 in SIAH1 antagonists read 1%, 0%, 7%, 2%, -3%, 2%, 1%

New compounds follow.
#9 Cc1cc(=O)n(CCO)c(O)c1C#N
#10 COC(=O)c1ccc(NC(=O)Cn2nnc(-c3cccs3)n2)cc1
#11 CCn1ncc(CNC(=O)C2(C)CC2(Cl)Cl)c1C (stereo not given)
#12 CC(C)(O)[C@H](O)COc1c2ccoc2cc2oc(=O)ccc12
#13 O=C(c1ccc(S(=O)(=O)N2CCCCC2)cc1)c1nnc(-c2ccc(Cl)cc2)o1
#14 O=C1CN=C(Nc2ccc(Cl)cc2)N1c1ccccc1
#15 CC(C)OC(=O)CN1CCN(c2ccc(Cl)cc2)CC1
#16 CCOC(=O)N1CCN(C(=O)CSCc2ccc(Cl)cc2)CC1
entry no.	9	10	11	12	13	14	15	16
P. falciparum M17LAP	-5%	4%	5%	22%	0%	3%	-7%	7%
PMI inhibition	7%	-12%	-8%	-8%	-9%	-17%	-15%	-6%
human PMI inhibition	21%	-8%	-8%	-8%	-9%	-16%	-22%	-8%
SIAH1 antagonists	2%	6%	-6%	6%	-4%	2%	0%	1%
TNAP activation fold	1.1	1.2	1.1	1.1	1.1	1	1.1	1.1
Lipid droplet	-10	0	0	-6	.	.	-2	-28
Lipid droplet cells 6.5 µM	708	656	600	723	.	.	771	731
XIAP displacement	-2.5%	-4.7%	-3.4%	-6.5%	-16%	-5.5%	-11%	-4.7%
UTI89 phage lysis	0.5%	0.2%	0.1%	0.3%	1.0%	1.0%	0.2%	0.7%
P. falciparum M1AAP	2%	3%	11%	0%	0%	5%	-2%	6%

Single records, as listed above:
`O=C(c1ccc(S(=O)(=O)N2CCCCC2)cc1)c1nnc(-c2ccc(Cl)cc2)o1` in the list: P. falciparum M17LAP = 0%; PMI inhibition = -9%; human PMI inhibition = -9%; SIAH1 antagonists = -4%; TNAP activation fold = 1.1; Lipid droplet = .; Lipid droplet cells 6.5 µM = .; XIAP displacement = -16%; UTI89 phage lysis = 1.0%; P. falciparum M1AAP = 0%
`COC(=O)c1ccc(NC(=O)Cn2nnc(-c3cccs3)n2)cc1` in the list: P. falciparum M17LAP = 4%; PMI inhibition = -12%; human PMI inhibition = -8%; SIAH1 antagonists = 6%; TNAP activation fold = 1.2; Lipid droplet = 0; Lipid droplet cells 6.5 µM = 656; XIAP displacement = -4.7%; UTI89 phage lysis = 0.2%; P. falciparum M1AAP = 3%

Next section:
#17 OCCCCNCc1ccc(OCc2ccccc2)cc1
#18 O=C(O)c1csc(-c2ccc(Cl)cc2)n1
#19 O=C(c1ccc(Cl)cc1)N1CCC(O)(CSc2ccc(Cl)cc2)CC1
#20 Cc1ccc(NC(=O)CCSc2nnnn2-c2ccc3c(c2)OCO3)cc1C
#21 CSc1c(C#N)c(N)nc2sc(C(=O)c3ccc(Cl)c(Cl)c3)c(N)c12
#22 N=C(N)SCc1ccccc1Cl
#23 Cc1ccc(N2CC(C(=O)NCC3CCCO3)CC2=O)cc1Cl (stereo not given)
#24 CC(=O)Nc1ccc2c(CSc3nncs3)cc(=O)oc2c1
entry no.	17	18	19	20	21	22	23	24
P. falciparum M17LAP	-1%	19%	7%	-3%	10%	-3%	7%	-24%
PMI inhibition	-10%	-4%	16%	19%	.	0%	-10%	.
human PMI inhibition	-2%	-4%	23%	20%	.	2%	-17%	.
SIAH1 antagonists	-4%	0%	2%	4%	-1%	1%	4%	-7%
TNAP activation fold	1.1	1.1	1	1.1	.	0.5	1	.
Lipid droplet	-10	3	.	3	-3	0	.	-10
Lipid droplet cells 6.5 µM	697	675	.	577	662	712	.	691
XIAP displacement	-0.5%	-8.6%	-3.1%	-1.3%	.	-0.6%	-3.1%	.
UTI89 phage lysis	5.2%	2.9%	1.3%	0.6%	.	i	1.1%	0.1%
P. falciparum M1AAP	10%	1%	3%	-3%	9%	14%	0%	7%

#25 CC1CCN(c2ncnc3c2cnn3Cc2ccc(Cl)cc2)CC1
#26 CNc1nc(C)cc(C)c1S(=O)(=O)c1ccc(C)cc1
#27 Cc1ccc(NC(=O)N[C@@H](CC(C)C)C(=O)O)c(C)c1
#28 CC(Sc1nncn1C)C(=O)Nc1ccc(S(N)(=O)=O)cc1 (stereo not given)
#29 COc1ccc(-[n+]2c(C)cc(/C=C3\Sc4ccccc4N3C)cc2C)cc1
#30 Cc1ccc(NC(=S)NC2CCCC2)cc1
#31 CC1(C)CC(=O)c2cc(OCC(=O)N3CCN(c4ccccc4F)CC3)ccc2O1
#32 CCOC(=O)c1c(C)[nH]c(C)c1C(=O)CSc1nnc(N)s1
#33 CC(C)C(OC(=O)c1ccco1)C(=O)NCc1ccccc1 (stereo not given)
#34 Cc1cc(C)n2c(SCC(=O)Nc3ncc(C(F)(F)F)cc3Cl)nnc2n1
entry no.	25	26	27	28	29	30	31	32	33	34
P. falciparum M17LAP	16%	-2%	-10%	6%	60µM*	-1%	-28%	1%	-4%	3%
PMI inhibition	6%	8%	.	.	-1%	-4%	3%	1%	10%	-8%
human PMI inhibition	9%	7%	.	.	-13%	-4%	4%	-9%	12%	1%
SIAH1 antagonists	4%	1%	1%	3%	-6%	1%	2%	-2%	-3%	3%
TNAP activation fold	1.1	1.1	.	.	0.9	1.1	1.1	1	1.1	1
Lipid droplet	.	.	21	1	-91	.	-2	19	-7	-3
Lipid droplet cells 6.5 µM	.	.	757	711	397	.	679	692	744	793
XIAP displacement	-6.7%	-2.2%	.	.	-3.5%	-2.9%	-4.7%	-8.2%	-2.6%	-7.4%
UTI89 phage lysis	0.4%	0.3%	-0.3%	0.1%	0.9%	1.7%	0.1%	-0.5%	0.9%	2.0%
P. falciparum M1AAP	5%	7%	-2%	-2%	23%	1%	4%	0%	1%	2%

Reprinted at random: 5 entries already listed
#33 CC(C)C(OC(=O)c1ccco1)C(=O)NCc1ccccc1 (stereo not given)
#34 Cc1cc(C)n2c(SCC(=O)Nc3ncc(C(F)(F)F)cc3Cl)nnc2n1
#29 COc1ccc(-[n+]2c(C)cc(/C=C3\Sc4ccccc4N3C)cc2C)cc1
#31 CC1(C)CC(=O)c2cc(OCC(=O)N3CCN(c4ccccc4F)CC3)ccc2O1
#27 Cc1ccc(NC(=O)N[C@@H](CC(C)C)C(=O)O)c(C)c1
entry no.	33	34	29	31	27
P. falciparum M17LAP	-4%	3%	60µM*	-28%	-10%
PMI inhibition	10%	-8%	-1%	3%	.
human PMI inhibition	12%	1%	-13%	4%	.
SIAH1 antagonists	-3%	3%	-6%	2%	1%
TNAP activation fold	1.1	1	0.9	1.1	.
Lipid droplet	-7	-3	-91	-2	21
Lipid droplet cells 6.5 µM	744	793	397	679	757
XIAP displacement	-2.6%	-7.4%	-3.5%	-4.7%	.
UTI89 phage lysis	0.9%	2.0%	0.9%	0.1%	-0.3%
P. falciparum M1AAP	1%	2%	23%	4%	-2%

Source: PubChem BioAssay (several laboratories)
